From PubChem
PfHsp90 yeast 2: growth inhibition of yeast expressing Plasmodium Hsp90 | 310,000 compounds, 0.32% hits | S. cerevisiae expressing PfHsp90, BacTiter-Glo ATP, 48 h; yeast lacking PDR1 and PDR3 efflux regulators | inhibition, % at 9.4 µM;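 active = every replicate shows inhibition above about 80%, whatever the replicate mean, limit read from the data; inconclusive = mean inhibition reaches the set limit but some replicate falls short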;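 note: 0% = DMSO neutral controls and 100% = 20 µM radicicol positive controls; yeast relying on Plasmodium falciparum Hsp90 in place of its own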
AddAB inh: less growth of phage-infected E. coli with AddAB | 330,000 compounds, 0.29% hits | AID 435030 | E. coli expressing H. pylori AddAB, absorbance growth | inhibition, % at 11.9 µM; in the data active = inhibition above about 12%;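 note: 0% = vehicle wells of infected cells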
DAGLB inh: diacylglycerol lipase beta (human) inhibition. Q8NCG7. HEK293T DAGLB membrane lysate, EnzChek fluorogenic substrate. inhibition, % at 5.17 µM. 340,000 compounds, 0.059% hits. AID 504411; in the data active = inhibition above about 34%;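 note: 0% = enzyme with vehicle and 100% = wells lacking enzyme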
Target sequence (Q8NCG7 whole entry, looked up): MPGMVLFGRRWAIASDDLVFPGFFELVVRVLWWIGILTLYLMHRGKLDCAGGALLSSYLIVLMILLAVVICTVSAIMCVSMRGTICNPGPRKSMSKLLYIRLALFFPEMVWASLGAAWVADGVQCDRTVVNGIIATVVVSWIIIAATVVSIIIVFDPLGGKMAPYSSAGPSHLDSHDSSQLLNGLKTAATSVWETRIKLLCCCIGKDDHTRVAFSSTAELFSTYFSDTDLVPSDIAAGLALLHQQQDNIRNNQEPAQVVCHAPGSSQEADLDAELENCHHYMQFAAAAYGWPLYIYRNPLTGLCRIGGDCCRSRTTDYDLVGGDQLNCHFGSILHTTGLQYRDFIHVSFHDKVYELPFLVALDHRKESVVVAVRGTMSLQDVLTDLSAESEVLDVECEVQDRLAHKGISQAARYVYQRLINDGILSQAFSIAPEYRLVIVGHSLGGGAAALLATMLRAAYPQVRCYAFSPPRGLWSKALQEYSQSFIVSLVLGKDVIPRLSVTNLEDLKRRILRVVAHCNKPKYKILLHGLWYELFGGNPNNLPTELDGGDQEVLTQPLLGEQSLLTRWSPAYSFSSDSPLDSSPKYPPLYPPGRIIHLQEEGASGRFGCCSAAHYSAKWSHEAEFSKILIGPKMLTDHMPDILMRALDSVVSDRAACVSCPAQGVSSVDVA
Rtt109 HAT inh: blocks Candida albicans Rtt109/Vps75 acetyltransferase activity; 330,000 compounds, 0.16% hits; purified Rtt109/Vps75, ThioGlo CoA-SH fluorescence, 4 h; inhibition, % at 34.9 µM; Q5AAJ8; AID 540336;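 active = inhibition of at least 50% in every replicate; inconclusive = best replicate reaches 50% inhibition but some replicates fall short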
Target sequence (Q5AAJ8 whole entry, looked up): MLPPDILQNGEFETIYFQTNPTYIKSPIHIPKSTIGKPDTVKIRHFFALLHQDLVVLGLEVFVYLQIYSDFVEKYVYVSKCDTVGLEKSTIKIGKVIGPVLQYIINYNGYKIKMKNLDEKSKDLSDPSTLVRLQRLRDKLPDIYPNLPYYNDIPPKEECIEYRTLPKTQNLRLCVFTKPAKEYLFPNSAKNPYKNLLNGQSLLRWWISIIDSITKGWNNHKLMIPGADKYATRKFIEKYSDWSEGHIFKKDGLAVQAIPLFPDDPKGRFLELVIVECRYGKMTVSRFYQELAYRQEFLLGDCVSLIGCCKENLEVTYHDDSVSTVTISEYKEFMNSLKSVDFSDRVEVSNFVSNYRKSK
PvdQ inh: blocks Pseudomonas aeruginosa PvdQ acylase activity | AID 488965 | inhibition, % at 10 µM | 340,000 compounds, 0.063% hits | purified PvdQ acylase, fluorescence plate reader; in the data active = inhibition above about 30%, passing the limit was not always enough; inconclusive = no clear call, values can overlap the other calls;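 note: 0% = vehicle neutral wells and 100% = reference inhibitor wells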
Wnt bcat act: Wnt/beta-catenin pathway activation; activation, % at 9.35 µM; 300,000 compounds, 1.2% hits; Wnt/beta-catenin reporter cell assay, activator, plate reader; AID 743398; in the data active = activation above about 30%, passing the limit was not always enough; inconclusive = no clear call, values can overlap the other calls;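 note: 0% = neutral control wells and 100% = positive control wells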
Tat transport: inhibitors of E. coli Tat protein transport. E. coli MC4100 TorA-mCherry Tat export, fluorescence. inhibition, % at 10 µM. 340,000 compounds, 0.036% hits. AID 488895;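 active = mean replicate inhibition at least 50% and at least half of replicates individually reaching 50%; inconclusive = only one of the two criteria met; inactive = neither criterion met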;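 note: exported cargo escapes ClpAP degradation while cytoplasmic cargo is degraded and loses fluorescence; 0% = median of neutral control wells and 100% = median of NaSCN control wells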
E coli growth: counter-screen for AddAB inhibitors: E. coli growth inhibition. AID 449728. 330,000 compounds, 0.27% hits. E. coli V3065 growth, OD600 absorbance, 18 h. inhibition, % at 11.9 µM;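 active = inhibition above the campaign's mean inhibition across all tested compounds plus 3 SD, cut at about 9.9% in these data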;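 note: uninfected addAB+ strain grown without phage in ampicillin broth; 0% = DMSO wells and 100% = ciprofloxacin 0.95 µg/ml wells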
phage Ecoli inh: E. coli growth loss with phage present; growth absorbance; inhibition, % at 11.9 µM; 360,000 compounds, 0.26% hits; AID 651602; in the data active = inhibition above about 11%
CAL PDZ FP: inhibitors of human CAL PDZ peptide binding; Q9HD26; purified CAL PDZ, TMR-peptide fluorescence polarization, 1 h; inhibition, % at 20 µM; 330,000 compounds, 0.02% hits;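 active = highest replicate inhibition of at least 40%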;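 note: plate controls were DMSO neutral control wells for no effect and unlabeled competitor peptide control wells for full effect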
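material = purified tagged CAL PDZ domain construct (CerCALP) | buffer or medium = sodium phosphate/NaCl buffer pH 7.4 with TCEP, IgG, Thesit | reagent = TMR-labelled reporter peptide T*-PRC34 bound in PDZ groove | incubation = 1 h room-temperature incubation prior to read | measured by = fluorescence polarization (mP) | evaluation = percent inhibition from loss of millipolarization | control set = unlabelled peptide and DMSO controls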
An asterisk follows results filed as active; ? = inconclusive; / = not tested or not shown; & = joins results of further samples. Compounds as they come; 1.9% or so of the library scored in one or more.

SMILES	PfHsp90 yeast 2	AddAB inh	DAGLB inh	Rtt109 HAT inh	PvdQ inh	Wnt bcat act	Tat transport	E coli growth	phage Ecoli inh	CAL PDZ FP
CC(=O)Cc1nsc(NC(=O)c2ccc(COc3ccccc3Cl)o2)n1	-9	3.7	-1	-8	-3	-2	-2	-2.3	2.6	-0.7
COc1ccc(-n2nc(C(=O)N3CCC(N4CCCCC4)CC3)c3c4ccccc4n(C)c3c2=O)cc1	0	3.9	0	3	3	-3	-12	-0.8	2.2	-1.5
CCOc1ccc(C(=O)C(C)OC(=O)Cn2cnc3c2c(=O)n(C)c(=O)n3C)cc1 (stereo unspecified)	/	2.0	4	3	-7	3	6	1.6	3.5	-2.8
COc1ccc(N2CC(C(=O)Nc3nnc(SCC(=O)N4CCOCC4)s3)CC2=O)cc1 (stereo unspecified)	9	-0.1	-1	2	3	4	-2	0.2	1.5	-2.3
Cc1ccccc1Cn1nc(C)c(NC(=O)c2sc3ccccc3c2Cl)c1C	-29	0.4	-4	6	-10	3	-2	-2.1	1.7	/
Cc1cc(C(F)(F)F)n2ncc(C(=O)O)c2n1	12	17*	1	15	-14	1	-4	6.4	3.6	-4.3
CC1=C(C(=O)OC(C)C)C(c2ccc(Br)s2)NC(=O)N1C (stereo unspecified)	-4	1.9	-3	2	9	/	-11	-0.2	0.7	-0.4
COc1cc2c(cc1OC)CN(c1nc(-c3cccnc3)nc3ccccc13)CC2	5	-1.9	-2	-4	-12	5	14	-3.6	-2.1	-5.3
N#C/C(=C/c1ccc(N2CCOCC2)o1)c1ccc(Cl)cc1	-85	-0.3	-2	6	1	-14	-6	-3.7	0.9	1.0
O=C(NCCSCc1ccccc1)c1ccc(C2SCC(=O)N2Cc2ccccc2)cc1 (stereo unspecified)	8	1.1	10	-1	-7	-3	-2	0.5	-0.3	-2.9
C=CCOc1cccc(C2/C(=C(\O)c3ccc(F)cc3)C(=O)C(=O)N2CCN(C)C)c1 (stereo unspecified)	-4	-1.1	-1	5	-10	1	-2	-2.0	-1.6	-1.9
O=C(Oc1ccc(C(=S)N2CCOCC2)cc1)c1ccc([N+](=O)[O-])cc1	-4	0.6	0	-1	-10	0	0	0.3	-0.5	-1.3
CC(=O)c1cccc(NC(=S)NCc2ccccc2)c1	-5	-3.8	-1	7	-17	-1	-2	0.9	2.5	-1.6
CC(=O)c1ccc(N/N=C2/CCCNC2=O)cc1	6	-1.6	/	7	-7	-1	3	0.0	-1.9	-0.4
COCCCn1c(SCC(=O)NCc2ccco2)nc2sc3c(c2c1=O)CCC3	-28	1.1	-1	0	-13	-4	-6	-3.1	-0.2	-2.0
CC(C)c1ccccc1NC1=CC(=O)CC(C)(C)C1	-3	-0.5	0	0	6	-1	-5	0.8	0.7	0.4
COc1nc(N(C)C)nc(N(C#N)S(=O)(=O)c2ccc(C)cc2)n1	2	0.2	-3	0	-1	-2	-5	0.1	-2.2	0.3
Cc1cccc(NC(=O)CSc2ncnc3c2oc2ccccc23)c1	-6	-0.6	-1	11	11	-1	13	-0.6	2.1	0.9
COc1ccc(N2CCN(S(=O)(=O)CCNC(=O)COc3ccccc3OC)CC2)cc1	-5	3.5	1	18	3	1	-4	-2.5	1.5	-1.0
CC1CCN(C(=S)Nc2cccc(S(=O)(=O)N(C)C)c2)CC1	16	0.3	0	-13	-14	-9	1	0.0	6.2	0.0
COc1ccc(S(=O)(=O)N(CC(=O)NCCC(C)C)c2ccccc2)cc1OC	15	-0.2	4	-6	-10	-1	7	-2.7	3.0	-0.3
CC1=C(C(=O)OC2CCCCCC2)C(c2ccc(C)o2)C2=C(CCCC2=O)N1 (stereo unspecified)	-25	0.8	-1	/	7	-4	3	2.7	3.9	-2.9
CC(CN1C(C)CCCC1C)OC(=O)c1cccc(Br)c1 (stereo unspecified)	-8	0.5	-3	-2	-1	1	-1	0.1	2.5	-0.6
O=C(Nc1ccc(N2CCCC2)c(Cl)c1)c1cccs1	-10	2.5	1	-3	4	?	-4	1.5	3.8	1.0
CCOC(=O)c1c(NC(=O)CSc2nnnn2-c2ccccc2OCC)sc2c1CC(C)(C)NC2(C)C	2	3.6	1	24	-10	-4	4	-1.7	1.3	-1.5

Full records, looked up by structure. Order of screens: PfHsp90 yeast 2 | AddAB inh | DAGLB inh | Rtt109 HAT inh | PvdQ inh | Wnt bcat act | Tat transport | E coli growth | phage Ecoli inh | CAL PDZ FP
`O=C(Nc1ccc(N2CCCC2)c(Cl)c1)c1cccs1` in the list: -10 | 2.5 | 1 | -3 | 4 | ? | -4 | 1.5 | 3.8 | 1.0
`CC1=C(C(=O)OC(C)C)C(c2ccc(Br)s2)NC(=O)N1C` (stereo unspecified) in the list: -4 | 1.9 | -3 | 2 | 9 | / | -11 | -0.2 | 0.7 | -0.4

Continued.
SMILES	PfHsp90 yeast 2	AddAB inh	DAGLB inh	Rtt109 HAT inh	PvdQ inh	Wnt bcat act	Tat transport	E coli growth	phage Ecoli inh	CAL PDZ FP
COc1ccccc1CNc1ccc([N+](=O)[O-])cc1C	4	4.7	/	1	-12	0	0	1.7	4.5	-0.1
CSCCC(NC(=O)c1ccccc1)C(=O)NCCCn1nc(C)cc1C (stereo unspecified)	4	0.4	0	-22	-8	1	-5	-1.9	0.3	-0.8
CC(C)CN(CC(C)C)S(=O)(=O)c1cc([N+](=O)[O-])ccc1N1CCCCCC1	-21	2.9	-8	0	-10	/	-5	-1.6	1.3	-1.4
O=C(COc1ccccc1[N+](=O)[O-])N(Cc1ccccc1)c1ccccn1	4	2.9	0	0	-9	-1	1	0.3	4.5	-1.6
CSc1nc(C(=O)N2CCCC(Nc3ccc(C)c(C)c3)C2)cs1 (stereo unspecified)	-7	4.2	0	-7	-14	1	6	1.9	2.1	0.7
CC(=O)/C(C#N)=C1\NC(=O)C(Cc2cc(Cl)ccc2Cl)S1 (stereo unspecified)	-3	2.2	22	1	-12	3	-12	-0.8	-0.9	-1.1
COc1ccc(S(=O)(=O)Cc2ccc(C(=O)NCCc3cc(OC)ccc3OC)o2)cc1	16	4.2	-3	2	-9	-2	-3	-0.3	0.2	-1.3
Cc1cn([C@H]2C=C[C@@H](CO)O2)c(=O)[nH]c1=O	8&-38	6.8&11	0&2	6&-4	16&-1	-3&0	4&-7	3.2&8.0	22*	0.7&0.2
S=C(Nc1ccc2c(c1)OCCO2)Nc1ccc2c(c1)OCO2	-17	1.7	2	-26	-11	4	-3	1.3	2.6	-0.1
Cc1cccc(NC(=O)CSc2nnc(C)c(C)n2)c1	-4	4.1	-2	11	-16	0	-1	-1.1	1.5	-1.5
CC(=O)OCc1c(F)c(F)c(-n2nc(C)cc2C)c(F)c1F	10	4.7	-3	0	-13	/	2	2.4	0.9	-1.2
COc1ccc2nc3oc(C(=O)NCc4cccs4)cc3cc2c1	-2	2.2	-3	-36	-2	/	-5	-1.0	2.1	-2.8
O=C(CS(=O)(=O)c1cn(Cc2ccccc2Cl)c2ccccc12)N1CCOCC1	/	0.2	0	13	-7	2	5	-1.7	1.7	-4.2
O=C(COc1ccc(Cl)cc1)N(Cc1ccccc1)c1nc(-c2ccccc2)cs1	/	1.3	-2	-2	-18	/	6	-2.4	3.5	0.5
O=C(O)CN1C(=O)/C(=C/c2ccc(SCc3ccccc3)o2)SC1=S	-6	/	3	40	10	-1	2	/	1.9	-1.0
COc1ccc(S(=O)(=O)N2CCN(CC(=O)Nc3ccc(C)c(F)c3)CC2)cc1	-14	/	-6	-1	-22	/	11	/	1.4	/
O=C(Oc1ccc2c(=O)c(Oc3ccc4ccccc4c3)coc2c1)c1cccnc1	-8	6.4	-3	1	-12	1	19	0.8	4.3	-2.8
COc1ccc(OCC#CCNC(C)(C)C)cc1	-8	-2.5	-5	0	-9	-3	-3	-0.6	-0.8	-1.1
COc1ccc(S(=O)(=O)N(CCc2ccccc2)CC(=O)NCCCO)cc1	-10	-1.0	0	/	2	/	8	1.1	0.6	-2.1
Cc1ccc(S(=O)(=O)NCC(=O)OCC(=O)N(C)C2CCS(=O)(=O)C2)cc1 (stereo unspecified)	0	1.4	2	0	-10	-4	5	1.2	1.4	-2.6
O=C(Nc1ccnn1C1CCN(CCCC2CCCC2)CC1)c1ccccc1Cl	11	2.8	1	1	-15	2	-5	-0.9	-0.2	-0.7
O=C(NCCC1=CCCCC1)C(c1ccccc1)c1ccccc1	-5	1.0	-13	11	-1	/	8	1.0	1.6	0.3
Cn1nnc(-c2ccc(OCc3ccccc3F)cc2)n1	4	1.4	-4	-17	-3	38*	-1	2.0	1.1	-0.9
Cc1nc2c(c(C)nn2-c2ccccc2)c(C)c1CCC(=O)Nc1ccc(CN2CCCC2)cc1	-12	-3.4	-2	19	1	-2	0	-4.5	-0.5	-4.1
Cc1ccc(C)n1NC(=O)c1ccc(Cl)cc1Cl	21	1.2	4	4	6	/	3	-1.2	3.4	-0.7

(further entries)
SMILES	PfHsp90 yeast 2	AddAB inh	DAGLB inh	Rtt109 HAT inh	PvdQ inh	Wnt bcat act	Tat transport	E coli growth	phage Ecoli inh	CAL PDZ FP
Cc1ccc(C)c(Cn2c(CO)nc3ccccc32)c1	10	3.9	-2	-14	-12	-2	-4	-1.0	1.3	-2.5
CC(C)Cc1ccc(S(=O)(=O)Nc2cccnc2)cc1	/	1.0	-2	-16	4	4	5	-0.3	1.6	-2.4
O=S(=O)(c1ccc(OCc2ccc(Br)cc2)cc1)N1CCOCC1	10	-2.1	0	0	-12	0	-4	0.5	1.2	-0.5
COc1ccccc1/C=C\C(=O)NCC(=O)N/N=C/c1cccc(OC)c1O	-8	2.2	3	-6	-17	-9	-8	0.0	0.6	-3.9
Cc1ccc(NC(=O)C2CCN(C(=O)c3ccc(F)cc3)CC2)nc1	27	2.2	-3	-20	-11	0	-1	3.3	0.8	-1.1
Cc1ccc(CSC2=NCCN2S(=O)(=O)c2ccccc2)cc1	-5	3.5	-4	-6	-11	0	17	-4.4	3.2	-2.8
CCCc1nnc(SCC(=O)N2CCCCC2C)n1CC1CCCO1 (stereo unspecified)	/	-1.2	-1	0	1	3	-7	-2.7	3.2	-2.1
CCOC(=O)C1CCCN(Cc2cccs2)C1 (stereo unspecified)	-23	1.4	-2	-8	-19	2	6	1.6	2.0	-1.1
COc1cccc(CNC(=O)CCc2nc3cc(S(=O)(=O)N4CCOCC4)ccc3n2C)c1	/	4.7	-1	-2	-11	0	3	-0.1	2.9	-1.7
COc1ccc(OCC(O)CNS(=O)(=O)c2ccc(C)cc2)cc1 (stereo unspecified)	/	-1.5	/	/	/	1	/	-3.4	-3.1	/
CCOC(=O)C1=CN(Cc2ccco2)S(=O)(=O)N(C)C1CC (stereo unspecified)	10	-0.4	-1	0	-8	-2	1	-1.1	1.4	0.0
O=C(O)C(F)(F)S(=O)(=O)O	/	4.2	0	-3	4	2	-7	2.1	2.2	-2.8
Cc1cccc(OCC(=O)NCCNC(=O)c2ccccn2)c1	-3	2.3	0	-1	2	10	-1	-0.8	-0.2	-3.1
CN(Cc1ccccc1)CC(O)COc1ccc(CNCc2nccn2C)cc1 (stereo unspecified)	24	3.9	1	-5	-9	-4	-2	-0.8	4.0	-0.4
CCC1C(=O)Nc2ccccc2N1C(=O)COc1ccccc1 (stereo unspecified)	-1	1.8	2	-2	-5	-1	-2	1.4	2.8	-0.2
